# Compound activity from PubChem.
# CHT block: inhibitors of human choline transporter CHT; Q9GZV3; CHT-expressing cells, membrane potential dye, choline response; stronger effect = lower value; B-score at 10 µM; 0.86% of 310,000 active;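 active = B-score over 3 SD under the library average, and starting fluorescence ratio not unusually high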;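 also: choline stimulus applied at its EC90 after an EC20 pre-addition; B-score computed on integrated fluorescence ratio after choline addition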
# Target sequence (Q9GZV3 whole entry, looked up): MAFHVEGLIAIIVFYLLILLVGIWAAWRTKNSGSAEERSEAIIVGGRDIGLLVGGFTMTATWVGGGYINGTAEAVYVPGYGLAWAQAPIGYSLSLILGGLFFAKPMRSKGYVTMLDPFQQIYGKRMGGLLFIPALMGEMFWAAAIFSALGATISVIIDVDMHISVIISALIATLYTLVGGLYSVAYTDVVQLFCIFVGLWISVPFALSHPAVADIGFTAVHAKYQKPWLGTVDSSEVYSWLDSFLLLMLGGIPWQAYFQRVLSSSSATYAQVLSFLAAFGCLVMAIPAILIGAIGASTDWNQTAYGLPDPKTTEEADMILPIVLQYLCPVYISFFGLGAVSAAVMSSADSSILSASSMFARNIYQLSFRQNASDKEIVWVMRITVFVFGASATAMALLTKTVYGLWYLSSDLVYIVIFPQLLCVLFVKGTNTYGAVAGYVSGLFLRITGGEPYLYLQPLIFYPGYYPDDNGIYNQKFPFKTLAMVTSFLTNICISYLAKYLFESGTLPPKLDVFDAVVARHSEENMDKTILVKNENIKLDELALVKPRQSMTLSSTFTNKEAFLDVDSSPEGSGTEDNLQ
# CHT PAM: allosterically activates the human high affinity choline transporter. Q9GZV3. 0.49% of 310,000 active. B-score at 10 µM. AID 488977. CHT-expressing cells, membrane potential dye, choline EC20; stronger effect = higher value; LV-AA mutant CHT in HEK293 cells;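 active = initial fluorescence not abnormally high and integrated response B-score, plate-corrected, over 3 SD above library mean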
# The depositor's hits bear a star; i = inactive.
SMILES,CHT block,CHT PAM
Cc1ccc(S(=O)(=O)NC(CC(C)C)C(=O)Nc2nccs2)cc1 (stereo not given),i,i
COCCN(C(=O)COC(=O)c1ccco1)c1c(N)n(Cc2ccccc2)c(=O)[nH]c1=O,i,i
O=C(COc1ccc(F)cc1Cl)Nc1ccc(N2CCOCC2)cc1N1CCOCC1,i,i
COc1cc(NC(=O)CCS(=O)(=O)c2ccc3c(c2)n(C)c(=O)c(=O)n3C)cc(OC)c1,i,i
CCOC(=O)CSc1nc(N2CCOCC2)c2c(c1C#N)CC(C(C)C)OC2 (stereo not given),i,i
Cc1ccc(N(C)S(=O)(=O)c2ccc(-c3cc(C)no3)s2)cc1,i,i
CCCCOc1ccc(C(=O)N/C(=C/C=C/c2ccccc2)C(=O)O)cc1,i,i
CCOC(=O)CSc1nnc2n(C3CCCCC3)c(=O)c3c4c(sc3n12)CCCC4,i,i
O=S(=O)(Nc1cccc(-c2ccc(N3CCCCCC3)nn2)c1)c1ccccc1F,i,i
O=C(Nc1ccccc1)c1cc(S(=O)(=O)Nc2cccnc2)ccc1Cl,i,i
CC(Oc1ccccc1)c1ccnc2nc(/N=C/N(C)C)nn12 (stereo not given),i,i
COc1cc(NC(=O)C2=C(C)OCCS2)c(Cl)cc1C(=O)NCCN1CCN(C)CC1,i,i
Cc1[nH]c2ccccc2c1/C=N/Nc1nncn1N,i,i
CCN(CC)C(=O)Cn1ccc(NC(C)=O)nc1=O,i,i
COc1ccc(NC(=O)CCCNS(=O)(=O)c2cccs2)cc1,i,i
Cc1ccc2c(c1)c(N=O)c(O)n2Cc1ccc(Cl)cc1,i,i
COc1ccccc1OC(=O)CCc1nc2ccccc2s1,i,i
O=C(COC(=O)C(O)c1ccccc1)NC12CC3CC(CC(C3)C1)C2 (stereo not given),i,i
COCCn1c(N)c(Sc2ccccc2[N+](=O)[O-])c(=O)[nH]c1=O,i,i
CSc1nc(O)cc(=O)n1-c1ccc(F)cc1,i,i
Cc1cc(C)c2cc(C#N)c(N3CCCN(C(=O)c4cnccn4)CC3)nc2c1,i,i
CCc1nc(CNC(=O)C2CCC(=O)N(CCc3cccc(F)c3)C2)no1 (stereo not given),i,i
Cc1cc(OCc2cc(C(=O)N3CCN(CC4CC4)CC3)no2)cc(C)c1Cl,i,i
O=c1cc(N2CCC3(CC2)OCCO3)[nH]c(=O)n1-c1ccc(Cl)cc1,i,i
O=C(Nc1cccc(S(=O)(=O)N2CCCC2)c1)c1ccc2c(=O)n3c(nc2c1)CCCCC3,i,i

# One compound at a time (already shown). Order of screens: CHT block, CHT PAM
# O=C(COC(=O)C(O)c1ccccc1)NC12CC3CC(CC(C3)C1)C2 (stereo not given) in the list: i, i
# CC(Oc1ccccc1)c1ccnc2nc(/N=C/N(C)C)nn12 (stereo not given) in the list: i, i
# Cc1ccc(S(=O)(=O)NC(CC(C)C)C(=O)Nc2nccs2)cc1 (stereo not given) in the list: i, i
# Cc1cc(OCc2cc(C(=O)N3CCN(CC4CC4)CC3)no2)cc(C)c1Cl in the list: i, i
# CCOC(=O)CSc1nc(N2CCOCC2)c2c(c1C#N)CC(C(C)C)OC2 (stereo not given) in the list: i, i

# More results:
SMILES,CHT block,CHT PAM
O=C1C2CC=C(Cl)CC2C(=O)N1CCc1c[nH]c2ccccc12 (stereo not given),i,i
CC1CC(C)(C)NC(=S)N1CCC(=O)NCc1ccc(Cl)cc1 (stereo not given),i,i
CNC(=S)N1N=C(c2ccccc2)CC1c1ccccc1Cl (stereo not given),i,i
Cn1c(=O)[nH]c(=O)c2c1nc(N1CCOCC1)n2CC(O)COc1ccc2ccccc2c1 (stereo not given),i,i
CCOC(=O)N1C(=O)[C@](CC)(c2ccccc2)N1C(=O)OCC,i,i
Cc1cccc(COc2ccc(/C=C3/C(=O)N(C)C(=S)N3C)cc2)c1,i,i
COc1ccc(C(=O)N2CCN(C(=O)c3ccncc3)CC2)cc1,i,i
COc1ccccc1CNC(=O)c1cc(-c2ccccc2)nn1Cc1cc(C)no1,i,i
Cc1ccc(C(NC(=O)N2CC(C)OC(C)C2)C(Cl)Cl)cc1F (stereo not given),i,i
Cc1cc(C)nc(SCc2ccc(Br)cc2)n1,i,i
S=C(c1ccc2c(c1)OCO2)N1CCCC1,i,i
Cc1ccccc1Cn1cnc2c(NS(C)(=O)=O)c(C)c(C)cc21,i,i
O=C(COc1cccc(F)c1)Oc1ccc(C(=O)c2ccccc2)cc1,i,i
O=C1CN(c2nc(-c3cccnc3)nc3sc4c(c23)CCCC4)CCN1,i,i
COc1ccc(-n2nc(C)cc2N)cc1,i,i
COCCNC(=O)NC(=O)CN1C(=O)NC(Cc2c[nH]c3ccccc23)C1=O (stereo not given),i,i
CC(=O)Nc1ccccc1Sc1ccccc1,i,i
Cc1cc(C(=O)NCc2ccco2)on1,i,i
O=C(NCCc1ccccn1)c1ccc2nc(Cc3ccccc3F)oc2c1,i,i
COc1ccc(CN(CC2CCC(C(=O)O)CC2)C(=S)Nc2ccccc2OC)cc1 (stereo not given),i,i
O=C(NCc1ccncc1)/C(=N/O)c1ccccc1,i,i
COc1ccc(CN2CC(=O)N(c3cc(Cl)ccc3OC)C2=S)cc1OC,i,i
CC(C)NCC(O)c1ccc(O)c(O)c1 (stereo not given),-6.4*,i
CC(=O)N1c2ccc(S(=O)(=O)NCCC(=O)NCc3ccc(F)cc3)cc2CC1C (stereo not given),i,i
COc1ccc(CNC(=O)CSCc2ccccc2Cl)cc1,i,i

# 4 records drawn at random from the list so far, as already listed:
SMILES,CHT block,CHT PAM
CC(=O)N1c2ccc(S(=O)(=O)NCCC(=O)NCc3ccc(F)cc3)cc2CC1C (stereo not given),i,i
Cn1c(=O)[nH]c(=O)c2c1nc(N1CCOCC1)n2CC(O)COc1ccc2ccccc2c1 (stereo not given),i,i
Cc1ccc(C(NC(=O)N2CC(C)OC(C)C2)C(Cl)Cl)cc1F (stereo not given),i,i
COc1ccccc1CNC(=O)c1cc(-c2ccccc2)nn1Cc1cc(C)no1,i,i

# CHT block: entries above that show a hit.
molecule | CHT block
CC(C)NCC(O)c1ccc(O)c(O)c1 (stereo not given) | -6.4*

# Continued:
SMILES,CHT block,CHT PAM
C=CCN=C1SC(C)C(=O)N1S(=O)(=O)c1ccccc1 (stereo not given),i,i
CSc1ncccc1C(=O)Nc1cccc(C)n1,i,i
Cc1cccc(C)c1NC(=S)Nc1c(C)n(C)n(-c2ccccc2)c1=O,i,i
C=CCOn1c(=O)c(-c2cccs2)[n+]([O-])c2ccccc21,i,i
CCOc1ccc(NC(=O)CN2CCN(C(=O)C3CCCO3)CC2)cc1 (stereo not given),i,i
Cn1c(=O)c(Sc2ccccc2)c(O)c2ccccc21,i,i
Cc1ccccc1CC(=O)Nc1ccon1,i,i
COc1ccc(OCC(O)CN2CCCC2)cc1 (stereo not given),i,i
Cc1c(C=Nc2ccc(S(=O)(=O)N(C)C)cc2)c(O)[nH]c(=O)c1C#N,i,i
CC(NC(=S)NCc1ccccc1)C12CC3CC(CC(C3)C1)C2 (stereo not given),i,i
COC(=O)[C@H](C)[C@H]1C[C@]1(C)[C@H](NC(=O)OCc1ccccc1)c1ccccc1,i,i
COc1ccc(NC2CCCN(C(=O)CCN3Cc4ccccc4C3=O)C2)cc1 (stereo not given),i,i
CC1C(=O)Nc2ccccc2N1C(=O)c1ccc(O)cc1 (stereo not given),i,i
O=C(CCc1nc2ccccc2c(=O)[nH]1)Nc1nnc(SCc2ccccc2)s1,i,i
CCOc1ccc(C2Nc3ccccc3NC3=C2C(=O)CC(C)(C)C3)cc1OC (stereo not given),i,i
CCOC(=O)C1CCN(C(=O)COC(=O)C2CCN(S(=O)(=O)c3ccc(C)c(C)c3)CC2)CC1,i,i
COc1ccc(OCc2n[nH]c(=S)o2)cc1,i,i
COc1ccc(-c2noc(COc3ccc(Cl)c(C)c3)n2)cc1,i,i
COc1ccc(-n2c(SCC(=O)OC(C)C)nnc2-c2ccccn2)cc1,i,i
CCOc1ccccc1C(=O)N/N=C/c1coc2ccc(Cl)cc2c1=O,i,i
COc1ccc(NC(=O)c2cc(-c3ccc(C)cc3)on2)cc1,i,i
CCOc1cc(CNCC(C)C)cc(Cl)c1OCc1ccccc1,i,i
O=C(NNC(=O)c1ccccn1)c1cccc([N+](=O)[O-])c1,i,i
O=C(COc1ccc(Cl)cc1)NCCCNC(=O)c1cnccn1,i,i
O=C1C2C3C=CC(CC3)C2C(=O)N1c1cccc(Br)c1 (stereo not given),i,i
SMILES,CHT block,CHT PAM
CCOc1ccc(N(CC(=O)N/N=C/c2cc([N+](=O)[O-])ccc2Cl)S(C)(=O)=O)cc1,i,i
COc1ccccc1-c1cc(C(=O)NC(C)C)no1,i,i
O=C(CNS(=O)(=O)c1ccccc1)Nc1ccc(F)cc1F,i,i
CC(=O)Nc1ccc(S(=O)(=O)N2CCN(CCCOc3ccccc3Cl)CC2)cc1,i,i
Cc1ccc(N(CC(=O)N2CCOCC2)S(=O)(=O)c2ccccc2)cc1,i,i
O=[N+]([O-])c1ccc(C23CC4CC(CC(O)(C4)C2)C3)cc1,i,i
O=C(Cc1c(Cl)cccc1Cl)NC1CC1,i,i
COc1ccc(-n2nc3c(N4CCC(C(=O)NC5CCCCC5)CC4)nnc(C)c3c2C)cc1,i,i
COc1cc(/C=N/O)cc(Cl)c1OC,i,i
Cc1ccc(NC(=O)Cn2c(=O)oc3ccccc32)cc1,i,i
Cn1cnc2c(N3CCCCC3)nccc21,i,8.7*
O=C(O)CCn1c(=O)[nH]c(=O)n(CCC(=O)O)c1=O,i,i
CCCn1c(SCC(=O)N2CC(=O)Nc3ccccc32)nc2ccccc21,i,i
CCC(C)NC(=O)c1ccccc1NC(=O)/C(=C/c1ccc(OC)cc1)c1ccccc1 (stereo not given),i,i
O=C(CC(c1ccco1)C1CCCCC1=O)c1ccco1 (stereo not given),i,i
CCc1cccc(Oc2nn[nH]n2)c1,i,i
CCC(=O)Nc1cccc(C2=NOC3(C2)C[C@@H](C(N)=O)N(C(=O)CC(c2ccccc2)c2ccccc2)C3)c1 (stereo not given in full),i,i
Cc1ccc(S(=O)(=O)N(CCC(=O)O)c2ccccc2)cc1,i,i
CCCCn1c(N)c(N(CCOC)C(=O)C2CCN(c3ncnc4sc(C)c(C)c34)CC2)c(=O)[nH]c1=O,i,i
CCOC(=O)C1=C(N)Oc2c(oc(CO)cc2=O)C1c1ccc(F)c(F)c1 (stereo not given),i,i
CCCCCCCN1C2=NCCN2c2ccccc21,i,i
Cc1ccc(NC(=O)COC(=O)Cn2cnc3ccccc32)c([N+](=O)[O-])c1,i,i
O=C(c1ccc(N2CCOCC2)c([N+](=O)[O-])c1)N1CCN(S(=O)(=O)c2cccs2)CC1,i,i
CCc1c(C(=O)O)[nH]c2ccc(Br)cc12,i,i
Cc1ccc(N=Nc2c(N)n[nH]c2N)cc1,i,i
SMILES,CHT block,CHT PAM
O=S(=O)(c1ccc(NC(=S)NCc2ccncc2)cc1)N1CCCCC1,i,i
Brc1ccc(-c2csc(NC3=NCCCCC3)n2)cc1,i,i
CC1CCCCC1NC(=O)CN(C)S(=O)(=O)c1ccc2c(c1)c(=O)n(C)c(=O)n2C (stereo not given),i,i
COc1ccccc1-c1coc2c(CN3CCN(CCO)CC3)c(O)ccc2c1=O,i,i
CCCCCn1c(=O)[nH]c2cc(C(=O)N3CCN(CC)CC3)ccc2c1=O,i,i
COc1cc(-c2[nH]ncc2CN2CCSCC2)cc(OC)c1OC,i,i
COc1ccc(NC(=O)C2CCN(S(=O)(=O)c3ccc(N4CCCC4=O)cc3)CC2)c(OC)c1,i,i
CCCN(CCC)S(=O)(=O)c1ccc(NC(=O)c2cc(C(=O)OC)cc([N+](=O)[O-])c2)cc1,i,i
COc1ccc(CNC(=O)c2nnn(CC(=O)Nc3cc(C)cc(C)c3)c2N)cc1,i,i
CCOc1ccccc1N(CC(=O)Nc1ccc(OC)cc1)S(=O)(=O)c1ccccc1,i,i
Cc1ccc(CN(Cc2ccccc2)C(=S)Nc2ccccc2C)o1,i,i
CCOC(CCNC(=O)c1cn(-c2cccc(C)n2)cn1)OCC,i,i
CCOc1ccc(OCCCCN(C)C)cc1,i,i
C=CCn1c(-c2ccc(Cl)cc2)cnc1SC(C)C(N)=O (stereo not given),i,i
O=C(c1ccc([N+](=O)[O-])o1)N1CCN(c2nc3ccc(F)cc3s2)CC1,i,i
CCN(CC)S(=O)(=O)c1ccc(OC)c(NC(=O)Cn2cnc3c2c(=O)n(C)c(=O)n3C)c1,i,i
O=C1C(Cc2ccccc2)S/C(=N/N=C/c2ccco2)N1c1ccccc1 (stereo not given),i,i
OCCN(CC#CC(O)(c1ccccc1)c1ccccc1)CCO,i,i
Cc1ccc(S(=O)(=O)Nc2ccc(C(=O)NCc3ccncc3)cc2)cc1,i,i
CC(C)(C)NCC(O)COc1ccccc1C(C)(C)C (stereo not given),i,i
COc1cccc(NC(=O)CN(C)C(=O)COc2cc(C)ccc2Cl)c1,i,i
CC(=O)c1ccc(N2CCN(S(=O)(=O)c3csc(C(N)=O)c3)CC2)cc1,i,i
